RECQ1 helicase: blocks DNA unwinding by human RECQ1; RECQ1 DNA unwinding, red fluorescence kinetic read; P46063; Potency, µM (top dose mostly 57.3 µM), for inactives: top-dose activity, negative = inhibition, actives largely listed as inhibitors; 240,000 tested, 0.54% active;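 also: plate controls were vehicle for no effect and no enzyme for full effect; nearly all actives have a fitted effect of over 30% in size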
Target sequence (P46063 whole entry, looked up): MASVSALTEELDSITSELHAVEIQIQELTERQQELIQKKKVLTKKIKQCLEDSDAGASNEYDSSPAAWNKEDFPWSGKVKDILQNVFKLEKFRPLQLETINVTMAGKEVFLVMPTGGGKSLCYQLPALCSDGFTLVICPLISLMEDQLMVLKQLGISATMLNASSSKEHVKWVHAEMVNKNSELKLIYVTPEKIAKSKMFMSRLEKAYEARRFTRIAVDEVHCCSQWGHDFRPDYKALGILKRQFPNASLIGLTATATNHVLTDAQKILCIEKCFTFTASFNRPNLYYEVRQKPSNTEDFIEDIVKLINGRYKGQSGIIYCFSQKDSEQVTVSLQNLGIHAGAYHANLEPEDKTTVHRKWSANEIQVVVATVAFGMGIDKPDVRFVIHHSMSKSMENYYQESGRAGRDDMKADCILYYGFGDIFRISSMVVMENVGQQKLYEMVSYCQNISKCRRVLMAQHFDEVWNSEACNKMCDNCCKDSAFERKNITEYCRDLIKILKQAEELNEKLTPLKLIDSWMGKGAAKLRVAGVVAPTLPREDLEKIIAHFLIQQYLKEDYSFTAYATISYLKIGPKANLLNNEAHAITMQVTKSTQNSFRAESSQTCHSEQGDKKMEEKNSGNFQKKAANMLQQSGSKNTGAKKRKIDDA
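50 nM RECQ1T1 preincubated 15 min with compound in Tris pH 8.0 buffer with MgCl2, DTT, Tween-20 and 2.5 ug/ml poly(dI-dC); started with 200 nM TAMRA/BHQ-2 forked duplex and 2 mM ATP. Unwinding read as fluorescence (525/598 nm), two reads 2 h apart.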
TRb SRC2 PPI: disrupts binding of human TR beta to SRC2; P10828; TRbeta-SRC2 peptide binding, fluorescence polarization; receptor liganded with 1 µM T3; Potency, µM (series often up to 106 µM), inactives show top-dose activity change, negative = inhibition, actives largely listed as inhibitors; 280,000 tested, 0.065% active; AID 1469;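 also: plate controls were bound peptide for no effect and peptide without receptor for full effect; nearly all actives have a fitted effect of over 50% in size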
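TRb LBD 0.6 uM + Texas Red SRC2 peptide 20 nM, 1 uM T3, Tris buffer w/ 5% DMSO; compound pinned, 5 h RT; FP read ex 555/em 632; normalized to unbound and bound controls.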
Tau fluor counter: counter-screen for tau fibril formation inhibitors; tau K18 P301L Alexa594 fluorescence, heparin fibrillization; Potency, µM (highest dose often 57.7 µM), without a hit: at the highest dose activity change, negative = decrease; 280,000 tested, 0.93% active; AID 1463; also: % is scaled to controls: 0 for no effect and ±100 for the full control effect; nearly all actives have a fitted effect of over 55% in size
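Human tau K18 P301L (15 uM unlabeled, 0.24 uM Alexa 594-labeled) in 100 mM sodium acetate pH 7 with 20 uM heparin, 6 hr at 37 C. ThT 30 uM added, 1 hr ambient; Alexa 594 FP and total fluorescence read at 555/632 nm.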
Tau ThT inhib: inhibitors of human tau fibril formation, thioflavin T binding; P10636; Potency, µM (highest dose often 57.4 µM), for the others: at the top dose activity, negative = inhibition, usual class: inhibitors; recombinant tau K18 P301L (four-repeat tau fragment), heparin-induced fibrillization, ThT fluorescence; 270,000 tested, 2.1% active; also: % is scaled to controls: 0 for no effect and ±100 for the full control effect; nearly all actives have a fitted effect of over 55% in size
Target sequence (P10636 561-689 P618L limits assumed): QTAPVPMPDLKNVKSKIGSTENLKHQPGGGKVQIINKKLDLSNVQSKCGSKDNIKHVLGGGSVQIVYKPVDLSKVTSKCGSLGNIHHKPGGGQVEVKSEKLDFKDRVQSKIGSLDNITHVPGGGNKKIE
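In this qHTS, human K18 P301L tau is incubated with compound and heparin for 6 hr at 37 C, and Thioflavin T fluorescence then reports fibril load.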
TR SRC2 fluor cs: alters Texas Red total fluorescence, flagging assay interference | TRb/SRC2 Texas Red total fluorescence interference | Potency, µM (highest dose often 106 µM), inactives show at the highest dose fluorescence change, negative = quenching | 280,000 tested, 0.29% active; active = well fitted curve in either direction with a large enough effect; inconclusive = small, poorly fitted or top-dose-only effect; also: % is scaled to controls: 0 for no effect and ±100 for the full control effect
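Human TRβ ligand-binding domain (0.6 uM) and Texas Red SRC2 peptide (20 nM) in Tris buffer with 1 uM T3 and 5% DMSO were incubated with pinned compound for 5 hr at ambient temperature. Total fluorescence was computed as S + 2P (555/632 nm).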
Tau fibril FP: blocks human tau fibril formation measured by polarization. P10636. K18 P301L tau heparin fibrillization, Alexa594 FP, 6 h. Potency, µM (top dose mostly 57.7 µM), for inactives: at the top dose activity, negative = inhibition, usual class: inhibitors. 280,000 tested, 0.39% active. AID 1468; also: % is scaled to controls: 0 for no effect and ±100 for the full control effect; nearly all actives have a fitted effect of over 55% in size
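Quantitative HTS format: compounds meet 15 uM recombinant K18 P301L tau and Alexa 594-tau tracer in 100 mM sodium acetate pH 7; 20 uM heparin triggers fibrillization at 37 C over 6 hr; FP gives the signal.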
HTT ATP protect: protects HTT-Q103 PC12 cells, measured by ATP; Potency, µM (titrated, usually from 56.4 µM), without a hit: cytoprotection (ATP increase), usual class: activators; PC12 HTT-Q103 induced, cytoprotection, ATP luminescence, 40 h; 230,000 tested, 0.14% active;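 also: % of control where 0% means no effect; nearly all actives have a fitted effect of over 45% in size; toxic huntingtin expression switched on by the ecdysone agonist tebufenozide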
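Quantitative HTS on tebufenozide-induced (100 nM) PC12 cells expressing HTTQ103 exon 1–GFP; compounds tested as a concentration series; survival measured via cellular ATP.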
L3MBTL1 inh: blocks human L3MBTL1 | AID 485360 | Q9Y468 | Potency, µM (series often up to 57.1 µM), for inactives: at the top dose activity, negative = inhibition, most hits filed as inhibitors | 230,000 tested, 0.66% active | AlphaScreen L3MBTL1–H3K9me1 peptide binding; also: % is scaled to controls: 0 for no effect and ±100 for the full control effect; nearly all actives have a fitted effect of over 60% in size
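First, the protein-peptide complex forms for 30 min at room temperature (L3MBTL1 50 nM, biotinylated H3K9me1 peptide 75 nM). Next, compounds are pin-transferred and incubated 30 min. Finally, AlphaScreen beads are added and read after 30 min.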
* hit, by the source's call; i = inactive; ? = inconclusive; · = no result given; [ ] = another dose, or the depositor's remark. Unless noted, calls follow the shape of the dose curve; as a rule, active = well fitted curve in the direction sought with a large enough effect; inconclusive = small, poorly fitted or top-dose-only effect, or another doubt; inactive = no such curve, though single readings can be large; an effect the other way counts as inactive or inconclusive. Potency is read from the fitted curve at half-maximal effect. Not all compounds are listed (hit frequency here may not be typical).

SMILES | RECQ1 helicase | TRb SRC2 PPI | Tau fluor counter | Tau ThT inhib | TR SRC2 fluor cs | Tau fibril FP | HTT ATP protect | L3MBTL1 inh
O=C(Nc1c2c(nc3ccccc13)CCCC2)c1ccccc1F | 5% | -4% | -15% | ? | 0% | -3% | 1%[10 µM] | 2%
COc1cc(/C=C2\C(=O)NN(c3ccccc3)C2=O)cc([N+](=O)[O-])c1O | -19% | 0% | -30% | 11µM* | -3% | -6% | -22% | ·
O=C(CCCOc1ccccc1)Nc1cccnc1 | -5% | 11% | -9% | -17% | 1% | -3% | 0%[1.9 µM] | -3%
COc1ccc(-c2nn(-c3ccccc3)cc2/C=N/N=C(N)N)cc1OC | 2% | 3% | ? | 23% | -4% | ? | 2%[10 µM] | 1%
CCOC(=O)C1=C(C)N(CCCC(=O)O)C(=O)NC1c1ccc([N+](=O)[O-])cc1 (configuration not stated) | -3% | -2% | -9% | -9% | -5% | -12% | · | -1%
COc1ccc(C2C(C(=O)c3cc4cccc(OC)c4o3)=C(O)C(=O)N2CCCN(C)C)cc1OC (configuration not stated) | 5% | 1% | -2% | -3% | -1% | -1% | 11% | 1%
Nc1ccccc1Nc1cc(-c2ccccc2)nn1-c1cccc(Cl)c1 | -15% | 7% | 11µM*[quencher] | ? | 4% | ? | -7%[10 µM] | ?
CC(C)C(=O)Nc1cccc(C(=O)Nc2nnc(C(C)C)s2)c1 | 0% | 1% | -8% | -3% | -6% | -1% | -15%[10 µM] | 3%
CCN(CC)C(=O)/C(NC(=O)c1ccccc1)=C(/Sc1ncccn1)c1ccccc1 | i | -1% | 3% | ? | 2% | -12% | 0%[10 µM] | 5%
CCO[C@@H]1OC(C(=O)N2CCN(Cc3ccccc3)CC2)=C[C@H](c2ccc(C(F)(F)F)cc2)[C@H]1CCCO | -13% | -12% | 4% | -5% | 1% | -1% | 17%[10 µM] | -1%
CN(C)c1ccc(NC(=O)C(=O)C2C(=O)Nc3ccccc32)cc1 (configuration not stated) | i | -4% | -21% | 14µM* | -2% | 6% | -5%[10 µM] | 3%
CCOc1ccc(OCC)c(NC(=O)CCS(=O)(=O)c2ccc(Br)s2)c1 | -6% | -8% | -23% | -11% | 0% | 2% | -7% | ·

Sorted by count of non-hydrogen atoms (descending): some entries from above
SMILES | RECQ1 helicase | TRb SRC2 PPI | Tau fluor counter | Tau ThT inhib | TR SRC2 fluor cs | Tau fibril FP | HTT ATP protect | L3MBTL1 inh
CCO[C@@H]1OC(C(=O)N2CCN(Cc3ccccc3)CC2)=C[C@H](c2ccc(C(F)(F)F)cc2)[C@H]1CCCO | -13% | -12% | 4% | -5% | 1% | -1% | 17%[10 µM] | -1%
CCN(CC)C(=O)/C(NC(=O)c1ccccc1)=C(/Sc1ncccn1)c1ccccc1 | i | -1% | 3% | ? | 2% | -12% | 0%[10 µM] | 5%
Nc1ccccc1Nc1cc(-c2ccccc2)nn1-c1cccc(Cl)c1 | -15% | 7% | 11µM*[quencher] | ? | 4% | ? | -7%[10 µM] | ?
CC(C)C(=O)Nc1cccc(C(=O)Nc2nnc(C(C)C)s2)c1 | 0% | 1% | -8% | -3% | -6% | -1% | -15%[10 µM] | 3%
O=C(CCCOc1ccccc1)Nc1cccnc1 | -5% | 11% | -9% | -17% | 1% | -3% | 0%[1.9 µM] | -3%

Carrying on:
SMILES | RECQ1 helicase | TRb SRC2 PPI | Tau fluor counter | Tau ThT inhib | TR SRC2 fluor cs | Tau fibril FP | HTT ATP protect | L3MBTL1 inh
COc1cccc(NC(=O)C2CCCN(S(=O)(=O)c3c(C)nn(C)c3C)C2)c1 (configuration not stated) | · | 2% | 0% | 5% | 0% | -8% | · | ·
COc1cc(OC)c(Nc2c3c(nc4nc(-c5cccs5)nn24)CCCC3)cc1Cl | · | 11% | 0% | -9% | 1% | 4% | · | ·
CC(=O)c1c(C)[nH]c(C(=O)NCc2cccs2)c1C | -16% | -27% | 2% | -2% | 3% | 5% | 9%[10 µM] | -7%
COc1cccc(-c2nc(S(=O)(=O)c3ccc(C)cc3)c(NCc3ccccc3)o2)c1 | · | 4% | -12% | -13% | -3% | 0% | · | ·
O=C(CSCc1cnn(-c2ccccc2)c1-n1cccc1)NCc1ccccc1F | · | -8% | -10% | -15% | -1% | -4% | · | ·
CCc1cc(C(=O)O)c(NC(=O)C(c2ccccc2)c2ccccc2)s1 | 12% | 4% | -11% | -14% | -2% | 11% | -29% | ·
Cc1onc(-c2ccccc2)c1C(=O)Nc1nc(-c2ccccc2)cs1 | -9% | -6% | -21% | -15% | 2% | -10% | 12% | ·
CCCCc1nc(NCCN2CCOCC2)c(C#N)c2c1COC(C)(C)C2 | 1% | 1% | 0% | 0% | 0% | 3% | -15% | 2%
CCOC(=O)C1CCN(Cc2nc3ccc([N+](=O)[O-])cc3c(=O)n2-c2ccc(OC)cc2OC)CC1 | -1% | 3% | -20% | ? | -1% | -10% | -13% | ·
COc1ccc(-c2cc(C(=O)N/N=C/c3ccc4c(c3)OCO4)c3ccccc3n2)c(OC)c1 | -5% | 1% | -30% | -17% | -1% | ? | -79%[inhibitor] | -10%
CCCn1c(SCC(=O)N2CCc3ccccc32)nnc1-c1ccco1 | 6% | 9% | -2% | -9% | 2% | 3% | 3% | -12%
CCOc1ccc2nc(NC(=O)CSc3nc(-c4ccccc4)c(C#N)c(=O)[nH]3)sc2c1 | 15% | 3% | -11% | -18% | 0% | 2% | -63%[inhibitor] | ·
COc1ccccc1CCNC(=O)CSc1ccc(-c2cccs2)nn1 | -15% | -1% | -15% | ? | -1% | 2% | -35%[inhibitor] | ·
Cc1cc(=O)[nH]c(SCC(=O)NN(c2ccccc2)c2ccccc2)n1 | -11% | -1% | 7% | 6% | -4% | 11% | 19%[10 µM] | 10%
COc1cccc(CN2CCc3nc(SCC(=O)Nc4ccccc4)[nH]c(=O)c3C2)c1 | · | -3% | -20% | -14% | -1% | 7% | · | ·
O=C(O)C(Cc1ccccc1)N1C(=O)C2CCCCC2C1=O (configuration not stated) | i | -6% | 0% | -2% | -7% | 11% | 25%[10 µM] | 8%
COCCOC(=O)c1c(C)n(S(=O)(=O)c2ccc(C)cc2)c2ccc(NS(=O)(=O)c3ccc(C)cc3)cc12 | · | 6% | ? | 4% | -1% | ? | · | ·
Cc1cc(Cl)ccc1NC(=S)NCC(C)C | -1% | 2% | -7% | -5% | 0% | -15% | -5%[0.074 µM] | 7%
Cc1ccc(CN(c2ccc(C(=O)N3CCOCC3)cc2)S(C)(=O)=O)cc1 | 1% | -3% | 2% | 1% | 0% | 2% | -13% | 2%
COc1ccc(NC(=O)CSc2c(C)nn(-c3nnc(C)c(=O)[nH]3)c2C)cc1 | -3% | -21% | -5% | -5% | -2% | -10% | 13%[10 µM] | 0%
Cc1cc(NC(=O)CSc2nc3c(sc4ccccc43)c(=O)n2CCCN2CCOCC2)n[nH]1 | -2% | 9% | -15% | -19% | -1% | -3% | -1%[10 µM] | ·
CCCOc1ccc(N2CC(C(=O)Nc3ccc(N4CCOCC4)cc3)CC2=O)cc1 (configuration not stated) | 0% | 0% | 0% | ? | -1% | 9% | -7%[10 µM] | 16%
COc1ccc(S(=O)(=O)Nc2ccc(S(=O)(=O)N3CCCCC3)cc2)cc1OC | 6% | -1% | -12% | -12% | 0% | -12% | 5%[10 µM] | 1%
COCCNC(=O)/C(C#N)=C/c1cccs1 | -6% | 0% | -3% | -11% | -7% | -1% | -15%[10 µM] | 6%
CCOc1ccccc1NC(=O)Nc1cc2c(cc1N1CCCCC1)n(CC)c(=O)n2CC | · | 7% | -26% | ? | 0% | 1% | · | ·
C/C(CC(=O)Nc1ccc(N(C)C)cc1)=N\NC(=O)c1ccncc1 | -4% | -2% | ? | ? | -6% | -2% | 18%[10 µM] | -17%
O=C(CC1Oc2ccccc2NC1=O)NC1CCCC1 (configuration not stated) | -10% | 1% | -13% | -8% | 0% | 5% | -2% | ·
CS(=O)(=O)c1nc(-c2ccccc2)c(-c2ccccc2)[nH]1 | 0% | -2% | -1% | 5% | -1% | -5% | 20%[10 µM] | -1%
CCOc1ccc(CCNC(=O)c2ccc3nc(N4CCOCC4)sc3c2)cc1OCC | -2% | -1% | 4%[0.0958 µM] | · | -1% | -1%[0.0958 µM] | -2%[10 µM] | ·
COC(=O)c1oc2c(c1C)C(=O)CC(C)(C)C2 | i | -1% | 3% | 3% | -3% | -1% | -46%[inhibitor] | 3%
O=S(=O)(/C=C/c1ccccc1)NC1CCCCCC1 | 12% | 3% | -3% | -6% | 2% | -1% | -2%[10 µM] | 7%
CC(=O)CC(c1ccc([N+](=O)[O-])cc1)c1c(O)c2ccccc2oc1=O (configuration not stated) | 8% | 2% | -12% | -12% | -1% | 9% | -2% | ·
COc1cc(-c2nc(S(=O)(=O)c3ccc(Cl)cc3)c(N(C)C)o2)cc(OC)c1OC | -6% | -17% | -2% | -7% | -3% | -4% | 10%[10 µM] | 9%
CCCCCCCCn1c(=O)c(C(=O)OCC)c(O)c2ccccc21 | i | -16% | -8% | -15% | 1% | 4% | -22% | ·
Cc1nn(-c2ccccc2)c(N)c1C(c1ccc(C(C)C)cc1)c1c(C)nn(-c2ccccc2)c1N | -11% | 8% | -9% | -7% | -3% | 1% | -6%[10 µM] | -18%
Cc1ccc(S(=O)(=O)N2CCN(C3CC(=O)N(CCc4ccccc4)C3=O)CC2)cc1C (configuration not stated) | -2% | -21% | -5% | 5% | 3% | 5% | -20% | 30%[activator]
Cc1cc(=O)[nH]c(SCc2cccc(F)c2)n1 | i | 1% | -4% | -10% | 0% | -2% | -14% | ·
CCN(CC)C(=O)c1sc(NC(=O)c2nc3ncccn3n2)c(C(=O)OC)c1C | · | -9% | -5% | -3% | -65% | -11% | · | ·
NS(=O)(=O)c1ccc(NC(=O)COC(=O)c2cnc(Cl)c(Cl)c2)cc1 | i | -1% | -5% | -12% | 1% | -3% | -2%[10 µM] | 9%
O=C(CN(CCc1ccccc1)C(=O)CNS(=O)(=O)c1ccccc1)NCc1ccco1 | -3% | 1% | 7% | 7% | -1% | 7% | -19% | 0%
O=C(CSc1ncn[nH]1)N1CCOCC1 | i | 1% | -5% | -11% | -1% | 5% | 33%[10 µM] | 7%
